Mac1 fbg enh – enhancers of CD11b/CD18 adhesion to fibrinogen, primary screen, K562 cells, luminescence; Integrin beta-2 (Homo sapiens) + Integrin alpha-M (Homo sapiens), P05107+P11215; 93,000 compounds, 0.07% hits; ATPlite luminescence; activation, % at 10 µM;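 active = 10 µM primary screen giving 50% or more activity, confirmed by 40% or more on retest at that dose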; note: strong numbers were not always called active; reference of the scale not given here
Target sequence (P05107 whole entry, looked up, other chains not shown): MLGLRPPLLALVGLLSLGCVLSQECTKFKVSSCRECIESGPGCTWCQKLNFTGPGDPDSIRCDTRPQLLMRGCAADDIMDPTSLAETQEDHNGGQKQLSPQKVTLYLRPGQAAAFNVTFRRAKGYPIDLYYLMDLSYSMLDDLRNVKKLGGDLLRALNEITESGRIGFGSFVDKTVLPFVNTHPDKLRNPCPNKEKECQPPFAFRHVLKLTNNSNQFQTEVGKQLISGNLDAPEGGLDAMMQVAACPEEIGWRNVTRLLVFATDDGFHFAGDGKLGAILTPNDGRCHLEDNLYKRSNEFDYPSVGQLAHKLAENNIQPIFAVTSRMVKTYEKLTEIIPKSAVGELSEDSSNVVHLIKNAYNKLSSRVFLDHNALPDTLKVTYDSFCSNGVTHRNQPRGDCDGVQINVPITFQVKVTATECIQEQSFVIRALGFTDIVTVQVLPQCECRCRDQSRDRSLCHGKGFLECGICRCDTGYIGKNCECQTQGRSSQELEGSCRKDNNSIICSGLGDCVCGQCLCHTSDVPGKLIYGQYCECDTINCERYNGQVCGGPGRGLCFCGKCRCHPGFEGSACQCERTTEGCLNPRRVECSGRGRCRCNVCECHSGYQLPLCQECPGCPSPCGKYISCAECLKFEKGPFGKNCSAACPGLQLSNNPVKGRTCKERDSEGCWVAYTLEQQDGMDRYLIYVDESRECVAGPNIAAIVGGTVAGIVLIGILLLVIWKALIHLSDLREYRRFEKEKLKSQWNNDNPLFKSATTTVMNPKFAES
CD11b adhes inh – inhibitors of CD11b/CD18 adhesion to fibrinogen, primary screen, K562 cells, luminescence | 93,000 compounds, 0.54% hits | inhibition, % at 10 µM | ATPlite luminescence; Mn2+ added to activate the integrin | AID 1497, 2009 | Integrin beta-2 (Homo sapiens) + Integrin alpha-M (Homo sapiens), P05107+P11215;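 active = primary inhibition of 50% or more at 10 µM, then 40% or more on retest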; note: some results filed as inactive read as strong as hits
* marks the source's active call; other numbers are inactive results. An excerpt; count on the stated rates, not on these rows.

Mac1 fbg enh	CD11b adhes inh	canonical_smiles
8	27	CCc1cc2c(=O)c(-c3cnn(-c4ccccc4)c3)c(C(F)(F)F)oc2c(CN(C)C)c1O
8	-2	Cc1cccc(C)c1OCC(=O)OC/C(O)=C(\C#N)c1nc2ccccc2[nH]1
4	-4	Cc1cc(NC(=O)c2cc([N+](=O)[O-])cc([N+](=O)[O-])c2)n(-c2ccccc2)n1
-2	31	CN1CCN(c2ccc(S(=O)(=O)Nc3ccccc3)cc2[N+](=O)[O-])CC1
2	-8	O=C(NC(=S)NCc1ccccc1)c1ccc2c(c1)OCO2
1	55	Cc1cccc(OC(=O)NCCOC(=O)N(O)c2ccc(Cl)cc2)c1
68	9	COc1ccc(NC(=O)C(OC(=O)c2ccc([N+](=O)[O-])o2)c2ccccc2)cc1Cl (stereo not given)
-7	94	Cc1ccc(NC(=O)c2cc(C)n(-c3ccccc3)c2C)cc1
11	-12	O=S(=O)(N/N=C/c1ccc(OC2CSC2)cc1)c1ccccc1
-7	55	CN(C)c1ccc(N=Nc2ccccc2C(=O)OCC(=O)N(C)c2ccccc2)cc1
22	2	CCCCn1c2ccccc2c2nnc(SCC(=O)NC3=NN=C(c4ccccc4)CS3)nc21
1	1	Cc1cc(C)nc(NC(=O)/C=C/c2ccccc2Cl)c1
6	4	Cc1ccc(NC2=C(Cl)C(=O)c3ccccc3C2=O)cc1
4	-10	COc1cccc(/C=N/Nc2nc3ccccc3n3cnnc23)c1
2	4	COc1ccc(NC(=O)CC(c2ccc(F)cc2)c2ccc(OC)cc2)cc1 (stereo not given)
0	0	COc1ccc(C(=O)OCC(=O)NCc2ccc3c(c2)OCO3)cc1[N+](=O)[O-]
27	5	N#C/C(=N\Nc1cccc2ccccc12)c1nnc2n1CCCCC2
47	46	CCN=C1NN=C(c2cc(C)n(Cc3ccco3)c2C)CS1
1	-9	COc1cc(/C=N/NC(=O)C(=O)NCc2ccco2)ccc1O
2	-5	O=C(Nc1nc2c(cc3c4c(cccc42)CC3)s1)c1ccccc1Cl
6	16	COc1ccc(C(=O)/C=C/c2ccc(N3CCCCC3)c([N+](=O)[O-])c2)c(OC)c1
0	-2	CSCCC(NC(=O)c1ccc(Cl)cc1)C(=O)OCC(=O)Nc1cc(Cl)ccc1C (stereo not given)
2	-3	O=C(Nc1ccccc1-c1ccccc1)C1CCCCC1
6	-5	COc1cc(/C=C(\C#N)c2ccccn2)ccc1OCc1ccccc1Cl
3	-2	O=C(C1CCCO1)N1CCN(C(=S)Nc2ccccc2C(F)(F)F)CC1 (stereo not given)
2	9	CC1=C(C(=O)Nc2ccccc2C)C(c2ccc(C)o2)NC(=S)N1 (stereo not given)
-3	-22	Cc1cc(=O)n(C)c(=O)n1CCCCOc1cccc([N+](=O)[O-])c1
4	25	COc1cccc(/C=C/C(=O)NCCc2ccc3c(c2)OCCO3)c1
-3	75	O=C(Nc1cc(Sc2nc3ccccc3s2)cc([N+](=O)[O-])c1)c1ccccc1
3	16	Cc1ccc(C(=O)NCC(=O)NCC(=O)OCc2ccc(Cl)cc2)cc1
-8	63	O=C(Nc1nnc(SCC(=O)N2CCCc3ccccc32)s1)c1ccccc1
0	7	COc1ccc(C)cc1NC(=O)C(OC(=O)CNC(=O)c1cccc(F)c1)c1ccccc1 (stereo not given)
-2	-3	CC(=O)c1ccc(NC(=O)Nc2ccc([N+](=O)[O-])cc2C)cc1
-5	0	CC(C)(C)NC(=O)c1cc(Cl)ccc1[N+](=O)[O-]
14	8	CCOc1cc(CNn2cn[nH]c2=S)cc(Cl)c1OCc1ccccc1F
8	-4	O=C(COc1ccccc1[N+](=O)[O-])N/N=C/c1cccc(OC(=O)c2ccc3c(c2)OCO3)c1
39	10	O=C(Nc1ccc(Cl)cc1)Nc1nnc(CSCc2ccccc2Cl)s1
-4	-8	Cc1ccc(S(=O)(=O)N2CCCCC2)cc1NC(=O)Cc1c[nH]c2ccccc12
-2	20	CCOC(=O)CSc1nnc(CSc2nc(N)c3c(C)c(C)sc3n2)n1-c1ccccc1
2	-24	O=C(/C=C/c1cccc(Cl)c1)NCc1ccncc1
2	0	COc1ccc(S(=O)(=O)N(c2onc(C)c2Cl)S(=O)(=O)c2ccc(OC)c(OC)c2)cc1OC
0	-1	CC(=O)c1ccc(NC(=O)COC(=O)c2ccccc2Sc2ccccc2C#N)cc1
2	-16	Cc1ccc(C2NC(=S)NC3=C2C(=O)CC(C)(C)C3)cc1 (stereo not given)
8	6	CCc1ccc(N2C(=O)CC(NNc3nc4ccccc4s3)C2=O)cc1 (stereo not given)
8	18	COc1ccc(C2Nc3ccccc3C(=O)N2c2ccccc2)cc1CSc1ccccn1 (stereo not given)
0	15	CCOC(=O)C1=C(C)N(CC)C(=S)NC1c1ccc(Cl)cc1 (stereo not given)
-3	6	Cc1ccc(NC(=O)CSc2ccccc2NC(=O)c2ccccc2)cc1Cl
-4	2	Cc1ccc(NC(=O)C2=C(O)c3ccccc3N(C)S2(=O)=O)cc1
7	1	Cc1ccc(/C=C/C(=O)O)cc1S(=O)(=O)N(C)CCO
40	-16	O=C(Nc1cccc2ccccc12)/C(=C/c1cccc([N+](=O)[O-])c1)NC(=O)c1cccs1

A draw from above in order of formula weight, smallest number first:
Mac1 fbg enh	CD11b adhes inh	canonical_smiles
-5	0	CC(C)(C)NC(=O)c1cc(Cl)ccc1[N+](=O)[O-]
2	-24	O=C(/C=C/c1cccc(Cl)c1)NCc1ccncc1
2	-3	O=C(Nc1ccccc1-c1ccccc1)C1CCCCC1
2	-16	Cc1ccc(C2NC(=S)NC3=C2C(=O)CC(C)(C)C3)cc1 (stereo not given)
-2	-3	CC(=O)c1ccc(NC(=O)Nc2ccc([N+](=O)[O-])cc2C)cc1
-3	-22	Cc1cc(=O)n(C)c(=O)n1CCCCOc1cccc([N+](=O)[O-])c1
0	15	CCOC(=O)C1=C(C)N(CC)C(=S)NC1c1ccc(Cl)cc1 (stereo not given)
2	9	CC1=C(C(=O)Nc2ccccc2C)C(c2ccc(C)o2)NC(=S)N1 (stereo not given)
-4	2	Cc1ccc(NC(=O)C2=C(O)c3ccccc3N(C)S2(=O)=O)cc1
8	6	CCc1ccc(N2C(=O)CC(NNc3nc4ccccc4s3)C2=O)cc1 (stereo not given)
3	16	Cc1ccc(C(=O)NCC(=O)NCC(=O)OCc2ccc(Cl)cc2)cc1
6	-5	COc1cc(/C=C(\C#N)c2ccccn2)ccc1OCc1ccccc1Cl
3	-2	O=C(C1CCCO1)N1CCN(C(=S)Nc2ccccc2C(F)(F)F)CC1 (stereo not given)
6	16	COc1ccc(C(=O)/C=C/c2ccc(N3CCCCC3)c([N+](=O)[O-])c2)c(OC)c1
-3	75	O=C(Nc1cc(Sc2nc3ccccc3s2)cc([N+](=O)[O-])c1)c1ccccc1
14	8	CCOc1cc(CNn2cn[nH]c2=S)cc(Cl)c1OCc1ccccc1F
-3	6	Cc1ccc(NC(=O)CSc2ccccc2NC(=O)c2ccccc2)cc1Cl
-4	-8	Cc1ccc(S(=O)(=O)N2CCCCC2)cc1NC(=O)Cc1c[nH]c2ccccc12
39	10	O=C(Nc1ccc(Cl)cc1)Nc1nnc(CSCc2ccccc2Cl)s1
0	-1	CC(=O)c1ccc(NC(=O)COC(=O)c2ccccc2Sc2ccccc2C#N)cc1
40	-16	O=C(Nc1cccc2ccccc12)/C(=C/c1cccc([N+](=O)[O-])c1)NC(=O)c1cccs1
0	7	COc1ccc(C)cc1NC(=O)C(OC(=O)CNC(=O)c1cccc(F)c1)c1ccccc1 (stereo not given)
8	18	COc1ccc(C2Nc3ccccc3C(=O)N2c2ccccc2)cc1CSc1ccccn1 (stereo not given)
8	-4	O=C(COc1ccccc1[N+](=O)[O-])N/N=C/c1cccc(OC(=O)c2ccc3c(c2)OCO3)c1
0	-2	CSCCC(NC(=O)c1ccc(Cl)cc1)C(=O)OCC(=O)Nc1cc(Cl)ccc1C (stereo not given)
-2	20	CCOC(=O)CSc1nnc(CSc2nc(N)c3c(C)c(C)sc3n2)n1-c1ccccc1
2	0	COc1ccc(S(=O)(=O)N(c2onc(C)c2Cl)S(=O)(=O)c2ccc(OC)c(OC)c2)cc1OC

Following part
Mac1 fbg enh	CD11b adhes inh	canonical_smiles
2	-17	N#Cc1c(-c2ccccc2)cc2nc3ccccc3n2c1N
0	-10	Cc1ccc(SCc2cc(=O)n3ccsc3n2)c(C)c1
1	-11	COc1ccc(Cl)cc1NC(=O)C(C)NC(c1ccccc1)c1ccccc1 (stereo not given)
-2	14	Cc1ccc(Nc2nc(NCCCN3CCOCC3)nc(N)c2[N+](=O)[O-])cc1C
0	19	[O-]/[N+](=C/c1cccnc1)c1ccc(Br)cc1
5	-15	COc1cc(-n2c(C)nc3cc(C(=O)NCCN4CCOCC4)ccc32)cc(OC)c1OC
4	8	COC(=O)c1ccc(OC(=O)CCN2c3ccccc3Sc3ccccc32)cc1
-2	3	CC(C)[C@H](NC(=O)c1ccccc1)C(=O)OCC(=O)Nc1ccc(Cl)cc1C(F)(F)F
3	10	CCc1ccc(C(=O)NCc2ccc(Cl)cc2)cc1
16	7	O=C(CSc1ccc2ccccc2n1)Nc1nsc(-c2ccc(Cl)cc2)n1
-1	-4	N#C/C(=C/c1ccccc1[N+](=O)[O-])c1nnc2n1CCCCC2
-1	-8	NC(=O)CCC(NS(=O)(=O)c1ccc(Cl)cc1)C(=O)NCc1ccccc1 (stereo not given)
2	2	COc1ccc2cc(C(N)=O)/c(=N/NC(=O)c3ccco3)oc2c1
15	-25	CCOC(=O)c1c(NC(=O)C2CCN(S(=O)(=O)c3ccc(Cl)cc3)CC2)sc2c1CCCC2
4	-8	O=C(COC(=O)c1cccs1)NCCC1=CCCCC1
21	14	COc1ccc(C(=O)/C=C/c2ccc(OC)c(Cn3nnc4ccccc43)c2)cc1
5	1	C=CCOc1ccc(C2NC(=S)NC(C)=C2C(=O)c2ccccc2)cc1OC (stereo not given)
9	-15	Cc1cccc(NC(=O)C2SC(=Nc3c(C)cccc3C)C(C(=O)N3CCOCC3)=C2N)c1 (stereo not given)
13	18	C/C(=N\OCC(=O)Nc1ccccc1C(C)(C)C)c1ccc2c(c1)OCCO2
2	8	Nc1c(C(=O)c2ccc(Cl)cc2)sc2c1c(=O)[nH]c(=O)n2-c1ccccc1
2	5	COc1ccc(C(=O)NC(=S)Nc2cccc(NC(=O)c3ccco3)c2)cc1[N+](=O)[O-]
5	-10	C=C(C)C(=O)OCCCCCCOc1ccc(C(=O)O)cc1
-1	3	Cc1cccc2sc(N(CCN(C)C)C(=O)c3cc(Cl)sc3Cl)nc12
1	-4	O=C(NN1CCOCC1)c1cc(S(=O)(=O)Nc2cccc(C(F)(F)F)c2)ccc1Cl
-1	-2	COC(=O)Cc1csc(Nc2ccccc2Cl)n1
11	25	Cc1ccc(-n2nnnc2C(Cl)c2nnnn2-c2ccc(C)cc2)cc1
-1	1	CCOC(=O)c1c(C)[nH]c(C)c1C(=O)CSc1nc2ccccc2n1CCC#N
-2	-6	Cc1ccc2nc(SCc3cn4c(C)cc(C)nc4n3)[nH]c2c1
10	-18	Cc1ccc(CNC(=O)C(=O)NCC(c2ccco2)N2CCOCC2)cc1 (stereo not given)
46	14	Cc1ccn2c(C(=O)N/N=C/c3ccc(CNC(=O)C(=O)Nc4ccc(C)c(C)c4)o3)c(C)nc2c1
2	-10	O=C(Cn1nc(CNc2ccc(Cl)cc2)[n+]2c1CCCCC2)c1ccccc1
18	23	O=C(Nc1ccc(Cl)cc1C(F)(F)F)C(Sc1nnc(-c2cccs2)o1)c1ccccc1 (stereo not given)
4	-12	O=C(Nn1c(SCc2ccc([N+](=O)[O-])cc2)nc2ccccc2c1=O)c1ccc(F)cc1
-3	-21	C(=N\Nc1nc(N2CCOCC2)nc(N2CCOCC2)n1)/c1ccncc1
-2	23	CN1CCN(/N=C/c2nc(-c3cccc([N+](=O)[O-])c3)n3ccccc23)CC1
-4	-26	Cc1ccc(S(=O)(=O)NC(=O)c2cc(C)n(-c3ccccc3)c2C)cc1
2	-4	CCOC(=O)C1C(=O)C=C(c2ccc(C)cc2)CC1c1ccc([N+](=O)[O-])cc1 (stereo not given)
-1	-14	Nc1nonc1C(=O)OCC(=O)c1ccc(Cl)cc1
16	5	COc1ccc(-c2noc(CSc3nc4sc(C)c(C)c4c(=O)n3-c3ccccc3)n2)cc1
-2	65	O=C(O)c1ccc(C[n+]2c(-c3ccccc3)csc2Nc2ccccc2)cc1
2	0	CCOc1cc(C(=O)OCC(=O)Nc2cccc(C)c2)ccc1OCC(=O)N1CCOCC1
-6	0	COc1ccc(-c2csc(NC(=O)CN3C(=O)CCC3=O)n2)c(OC)c1
-2	2	Cc1ccc(C(=O)C[n+]2ccc(-c3nnc4n3CCC4)cc2)cc1

Compound profiles (already shown). Order of values: Mac1 fbg enh, CD11b adhes inh
`O=C(Nn1c(SCc2ccc([N+](=O)[O-])cc2)nc2ccccc2c1=O)c1ccc(F)cc1` in the list: 4, -12
`Cc1ccc(-n2nnnc2C(Cl)c2nnnn2-c2ccc(C)cc2)cc1` in the list: 11, 25
`O=C(Cn1nc(CNc2ccc(Cl)cc2)[n+]2c1CCCCC2)c1ccccc1` in the list: 2, -10
`O=C(O)c1ccc(C[n+]2c(-c3ccccc3)csc2Nc2ccccc2)cc1` in the list: -2, 65
